CAL PDZ FP-1: untagged CAL PDZ binding inhibitors, primary screen, biochemical, fluorescence polarization, HTS; Golgi-associated PDZ and coiled-coil motif-containing protein (Homo sapiens), Q9HD26; purified CAL PDZ, TMR-peptide fluorescence polarization, 1 h; inhibition, % at 24.9 µM; hit rate 0.92% among 300,000; AID 602252, 2012;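 active means mean inhibition of at least 30% with at least half of replicates also reaching 30%; inconclusive means no clear call, values can overlap the other calls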;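 further: 0% = DMSO neutral control and 100% = excess unlabeled competitor peptide PRC23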
RTF Ca sens inh: cardiac RTF calcium sensitivity inhibitors, primary screen, biochemical, IANBD-TnC fluorescence, EC70 calcium. inhibition, % at 7.15 µM. IANBD-labeled cardiac RTF, Ca2+ fluorescence. hit rate 0.12% among 340,000;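 active means inhibition above the mean inhibition of all tested compounds plus 3 SD, cut at about 17% in these data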;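 further: assay run at fixed EC70 calcium of 1.6 mM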
RTF Ca sens act: cardiac RTF calcium sensitivity activators, primary screen, biochemical, IANBD-TnC fluorescence, EC20 calcium; Troponin I, cardiac muscle (Homo sapiens) + Troponin T, cardiac muscle (Homo sapiens) + …; IANBD-labeled TnC RTF fluorescence at EC20 calcium; 0% EC20 calcium, 100% full calcium; activation, % at 7.2 µM; hit rate 0.24% among 340,000; AID 493008, 2010;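 active means activation above the mean over all tested compounds plus 3 SD, cut at about 30% in these data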;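 further: rise in fluorescence read as greater calcium sensitivity of cardiac thin filaments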
Keap1 Nrf2 FP: Keap1-Nrf2 protein-protein interaction inhibitors, primary screen, biochemical, fluorescence polarization, single point. Keap1 Kelch-Nrf2 peptide fluorescence polarization, 1536-well. inhibition, % at 9.4 µM. Kelch-like ECH-associated protein 1 (Homo sapiens), Q14145. hit rate 0.15% among 340,000; in the data active means inhibition above about 12%; inconclusive means no clear call, values can overlap the other calls; inactive means below about 7.3%;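 further: human Keap1 Kelch domain with fluorescein labeled Nrf2 9mer peptide probe; 0% = neutral control wells and 100% = peptide positive control; higher means more block of Keap1 binding to Nrf2 peptide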
PKA-R2B activ: activators of PKA-R2B holoenzyme, primary screen, biochemical, fluorescence polarization, Cy5-IP20, human. cAMP-dependent protein kinase catalytic subunit beta (Homo sapiens) + cAMP-dependent …. PKA-R2B holoenzyme dissociation; R2B truncated from residue 108, S112A mutant; 0% DMSO only, 100% 113 µM cGMP. activation, % at 11.4 µM. hit rate 0.079% among 340,000. AID 504700, 2011;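 active means activation above a cutoff set at the mean over all compounds plus 3 SD, cut at about 18% in these data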;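 further: higher means more holoenzyme dissociation and a rise in polarization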
DAGLB inhibitor: DAGLB lipase inhibitors, primary screen, biochemical, fluorescence, HTS | HEK293T DAGLB membrane lysate, EnzChek fluorogenic substrate | inhibition, % at 5.17 µM | hit rate 0.059% among 340,000 | AID 504411, 2011; in the data active means inhibition above about 34%;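 further: 0% = enzyme with vehicle and 100% = wells lacking enzyme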
Target sequence (Q8NCG7 whole entry, looked up): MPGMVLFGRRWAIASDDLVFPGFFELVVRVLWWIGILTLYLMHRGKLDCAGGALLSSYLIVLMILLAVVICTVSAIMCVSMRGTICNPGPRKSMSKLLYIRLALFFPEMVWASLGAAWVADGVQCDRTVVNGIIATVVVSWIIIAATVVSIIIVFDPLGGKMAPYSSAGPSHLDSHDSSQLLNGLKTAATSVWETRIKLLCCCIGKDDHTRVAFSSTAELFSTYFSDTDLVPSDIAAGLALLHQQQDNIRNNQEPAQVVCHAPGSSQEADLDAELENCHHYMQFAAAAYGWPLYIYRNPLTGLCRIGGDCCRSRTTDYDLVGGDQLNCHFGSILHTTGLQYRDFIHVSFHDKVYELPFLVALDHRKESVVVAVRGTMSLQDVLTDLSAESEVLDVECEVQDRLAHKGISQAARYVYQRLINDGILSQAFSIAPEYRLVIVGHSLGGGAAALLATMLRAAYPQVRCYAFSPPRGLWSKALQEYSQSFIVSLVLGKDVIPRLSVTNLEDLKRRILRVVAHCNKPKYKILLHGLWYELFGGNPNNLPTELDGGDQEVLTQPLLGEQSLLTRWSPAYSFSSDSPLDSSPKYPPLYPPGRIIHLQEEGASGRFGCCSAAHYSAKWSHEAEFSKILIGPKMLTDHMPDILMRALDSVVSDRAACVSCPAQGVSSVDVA
Rtt109 Vps75: inhibitors of C. albicans Rtt109/Vps75 HAT, primary screen, biochemical, ThioGlo CoA-SH fluorescence, plate reader | purified Rtt109/Vps75, 4 h | inhibition, % at 34.9 µM | AID 540336, 2011 | hit rate 0.16% among 330,000 | Histone acetyltransferase RTT109 (Candida albicans (strain SC5314 / ATCC MYA-2876)), …;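 active means inhibition of at least 50% in every replicate; inconclusive means best replicate reaches 50% inhibition but some replicates fall short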
Target sequence (Q5AAJ8 whole entry, looked up): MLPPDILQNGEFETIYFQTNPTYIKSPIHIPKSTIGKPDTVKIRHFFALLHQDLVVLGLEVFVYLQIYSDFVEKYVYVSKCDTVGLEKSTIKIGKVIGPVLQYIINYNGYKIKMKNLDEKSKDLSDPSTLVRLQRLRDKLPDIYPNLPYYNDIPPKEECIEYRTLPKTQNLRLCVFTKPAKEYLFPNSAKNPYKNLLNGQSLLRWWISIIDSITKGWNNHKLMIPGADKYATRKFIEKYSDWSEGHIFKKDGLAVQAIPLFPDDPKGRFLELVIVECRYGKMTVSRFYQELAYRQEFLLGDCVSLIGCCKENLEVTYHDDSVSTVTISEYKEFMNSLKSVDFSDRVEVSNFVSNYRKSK
C-LANA FP: inhibitors of KSHV C-LANA binding to DNA, primary screen, biochemical, fluorescence polarization, FAM-LBS DNA, MBP-C-LANA, single point; Kaposi's sarcoma herpesvirus LANA C-terminal domain (residues 932-1162) DNA binding; inhibition, % at 9 µM; hit rate 0.078% among 340,000; AID 504423, 2011;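 active means highest replicate inhibition at or above 60% at 9 µM, even if other replicates fall short; inactive means all replicates below 60% inhibition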;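 further: 0% = neutral control wells and 100% = 4 µM acridine orange control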
SR-BI DiI-HDL act: activators of SR-BI mediated DiI-HDL uptake, primary screen, ldlA[mSR-BI] CHO cells, DiI fluorescence; 3 h; 100 = double the neutral-control signal; activation, % at 12.5 µM; hit rate 0.096% among 320,000; AID 504775, 2011;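 active means mean replicate activation of at least 60% and every replicate at or above 60%; inconclusive means mean or all-replicate condition met, but not both; inactive means mean below 60% and not all replicates reaching 60%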;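 further: 0% = median plate neutral-control signal and 100% = twice that signal; values of inactives mirror those of a sister screen read the other way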
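System: CHO ldlA[mSR-BI] cells / Medium: HEPES-buffered (25 mM, pH 7.4) F12 plus 0.5% BSA / Probe or stimulus: labelled HDL, 10 µg/mL / Doses: single compound concentration, delivered by pin transfer / Schedule: 3 h, 37 °C / Measured by: DiI fluorescence, bottom read / Measure: cell-associated DiI fluorescence as measure of HDL uptake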
CAL PDZ FP-2: CAL PDZ peptide-binding inhibitors, primary screen, biochemical, fluorescence polarization, Cer-tagged CAL PDZ, HTS; purified CAL PDZ, TMR-peptide fluorescence polarization, 1 h; inhibition, % at 20 µM; hit rate 0.02% among 330,000; AID 504414, 2011;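 active means highest replicate inhibition of at least 40%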;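 further: plate controls were DMSO neutral control wells for no effect and unlabeled competitor peptide control wells for full effect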
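material = purified tagged CAL PDZ domain construct (CerCALP) | buffer or medium = sodium phosphate/NaCl buffer pH 7.4 with TCEP, IgG, Thesit | reagent = TMR-labelled reporter peptide T*-PRC34 bound in PDZ groove | incubation = 1 h room-temperature incubation prior to read | measured by = fluorescence polarization (mP) | evaluation = percent inhibition from loss of millipolarization | control set = unlabelled peptide and DMSO controls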
* hit, by the source's call; ? = inconclusive; / = not tested or not shown.

SMILES | CAL PDZ FP-1 | RTF Ca sens inh | RTF Ca sens act | Keap1 Nrf2 FP | PKA-R2B activ | DAGLB inhibitor | Rtt109 Vps75 | C-LANA FP | SR-BI DiI-HDL act | CAL PDZ FP-2
O=C(/C=C/c1ccc(F)cc1)Nc1ccc2[nH]c(=O)[nH]c2c1 | -1 | -11 | 5 | -3 | 3 | 1 | -5 | 1.1 | / | 0.3
CN(C)CCCNC(=O)c1ccc(Oc2ccccc2)cc1 | -1 | 0 | -8 | 3 | 1 | 1 | / | -0.8 | -7 | -4.1
Cc1nonc1CC(=O)N1CCCC(C(=O)c2cccc(C(F)(F)F)c2)C1 (stereo not drawn) | -2 | 0 | 3 | 7 | -2 | -2 | -3 | -2.2 | 7 | -1.3
C=CCn1c(SCC(=O)Nc2ccc3c(c2)OCCO3)nc2cc(C(=O)O)ccc2c1=O | / | 2 | -5 | 0 | 2 | 3 | -3 | 0.0 | -2 | -10
COc1ccc(NC(=O)CNC(=O)c2ccco2)cc1 | 1 | 4 | -2 | -2 | -4 | -2 | -2 | -4.1 | 29 | 0.1
CC(C)[C@H](NC(=O)NCCc1ccc(Cl)cc1)C(=O)O | / | 3 | -3 | -3 | -6 | 1 | 6 | -0.8 | 33 | -0.3
Cc1ccc(/C=C2/SC(=O)NC2=S)o1 | -1 | -28 | 24 | 25* | -1 | 1 | -8 | 31 | -10 | 0.1
Cc1cccc(C)c1NC(=O)CNC(=O)c1ccc2ccccc2n1 | 25 | -2 | 1 | -6 | -10 | 1 | 0 | 0.1 | / | -3.5
COCCn1c(SCC(=O)NC(C)c2ccc(F)cc2)nc2ccccc21 (stereo not drawn) | 4 | 11 | -1 | -1 | -4 | -3 | 6 | 0.5 | / | -1.0
Brc1ccc(-c2cn3cccnc3n2)cc1 | -1 | 1 | 4 | 1 | 7 | 0 | 3 | -0.8 | -4 | -2.6

Part of the list above in a different format:
Each structure is followed by: CAL PDZ FP-1 | RTF Ca sens inh | RTF Ca sens act | Keap1 Nrf2 FP | PKA-R2B activ | DAGLB inhibitor | Rtt109 Vps75 | C-LANA FP | SR-BI DiI-HDL act | CAL PDZ FP-2
- COc1ccc(NC(=O)CNC(=O)c2ccco2)cc1
    1 | 4 | -2 | -2 | -4 | -2 | -2 | -4.1 | 29 | 0.1
- CC(C)[C@H](NC(=O)NCCc1ccc(Cl)cc1)C(=O)O
    / | 3 | -3 | -3 | -6 | 1 | 6 | -0.8 | 33 | -0.3

(more compounds)
SMILES | CAL PDZ FP-1 | RTF Ca sens inh | RTF Ca sens act | Keap1 Nrf2 FP | PKA-R2B activ | DAGLB inhibitor | Rtt109 Vps75 | C-LANA FP | SR-BI DiI-HDL act | CAL PDZ FP-2
CCC1CCCCN1CCCNC(=O)CCCNC(=O)Cn1cnc2sc3c(c2c1=O)CCCC3 (stereo not drawn) | -2 | -8 | 1 | -6 | -3 | -1 | -7 | 2.4 | 10 | -0.6
Nc1cccc(-c2nc3cc(S(=O)(=O)c4ccc5oc(-c6cccc(N)c6)nc5c4)ccc3o2)c1 | 0 | 0 | 3 | -6 | 2 | 0 | 1 | 0.3 | -4 | 1.3
COc1ccc(NC(=S)NC(C)C(c2ccccc2)N2CCOCC2)cc1 (stereo not drawn) | 4 | 3 | 3 | -1 | 7 | -3 | 11 | -0.8 | 18 | 0.8
COc1ccc(CN(Cc2cccn2C)S(=O)(=O)c2cccc(C(F)(F)F)c2)cc1 | -1 | / | / | -5 | / | / | -14 | 0.3 | -20 | -0.1
CC(OC(=O)c1cc(S(=O)(=O)N2CCOCC2)ccc1F)C(=O)NC1CCCC1 (stereo not drawn) | / | -9 | 3 | 0 | -1 | 1 | 1 | -0.4 | 16 | -0.4
COC(=O)c1cc(OC)c(OC)cc1NC(=S)N1CCC(C(N)=O)CC1 | / | -3 | 6 | 2 | -7 | 1 | ? | -1.3 | 39 | -2.5
O=C(COC(=O)c1cncc(Br)c1)Nc1ccc(N2CCCCC2)cc1 | 11 | -2 | 3 | -1 | 0 | 1 | -8 | -0.2 | -33 | 0.2
COc1ccc(C(=O)c2sc(Nc3ccccc3)nc2N)cc1OC | -2 | 4 | -5 | 1 | -11 | 2 | -11 | 1.8 | -66 | 8.3
CC(C)c1ccc(C(O)P(=O)(OCc2ccccc2)c2ccc(N(C)C)cc2)cc1 (stereo not drawn) | / | -5 | 7 | -3 | -7 | 1 | 2 | -0.6 | 2 | -0.8
COC(=O)c1cc(S(=O)(=O)NCC2CCN(CCc3ccc(OC)cc3)CC2)cn1C | -2 | -3 | 1 | -3 | 1 | 2 | -5 | -1.2 | 30 | -2.7
CC(C)(C)[C@@H]1CCC(=O)N(CC[C@H](Sc2ccc(Br)cc2)c2ccccc2)CC1 | -2 | 3 | 4 | -9 | -10 | -26 | 3 | 0.1 | -82 | -0.2
COC(=O)CNC(=O)CSc1nnc2cc(C)c3ccccc3n12 | 2 | 4 | -3 | 2 | 0 | 0 | -8 | 0.2 | 13 | 0.0
COC(=O)c1ccc(CN2CCCC(C(=O)Nc3ccc(-c4ccn[nH]4)cc3)C2)cc1 (stereo not drawn) | -2 | -3 | 0 | -4 | -5 | 0 | 2 | -2.2 | -17 | -3.3
COc1ccc(Nc2nc(C)cc(C)c2C(N)=O)cc1OC | 0 | 2 | 3 | -4 | 4 | 2 | -3 | 5.3 | 3 | /
COC(=O)c1c(C)[nH]c(C(=O)CC#N)c1C | / | -11 | 3 | -6 | 3 | 6 | 2 | -0.7 | 34 | -0.5
Cc1ccc(NC(=O)CSc2nnc(CCNC(=O)OC(C)(C)C)o2)c(C)c1 | -2 | -4 | 0 | -3 | 6 | 1 | -1 | -0.3 | -39 | -1.4
O=C(N/N=C/c1ccco1)C(O)c1ccccc1 (stereo not drawn) | -2 | 2 | 10 | -2 | -12 | 1 | -3 | 0.5 | 17 | -0.5
COC(=O)[C@H](CCSC)NC(=O)Cn1cnc2c(SC)nc(N)nc21 | -3 | 4 | -3 | -1 | 10 | 0 | -1 | 1.7 | 14 | 0.8
O=C(N/N=C/c1c(Cl)cccc1Cl)c1ccc(-n2cnnn2)cc1 | 4 | -5 | -6 | -3 | -2 | 1 | -15 | 0.5 | -44 | -0.3
CN1C(=O)C(=O)/C(=C(/O)c2ccccc2)C1c1ccccc1 (stereo not drawn) | -3 | -3 | -2 | -4 | 6 | 0 | 2 | -0.5 | 10 | -0.3
COCCNC(=O)/C(C#N)=C/c1ccc(O)cc1 | 0 | -10 | 2 | -4 | -4 | -1 | -2 | -2.6 | 12 | 0.4
CN(C)S(=O)(=O)c1ccc(NC(=O)c2ccccn2)cc1 | 2 | -2 | -1 | 1 | 2 | -8 | -1 | 0.1 | / | -3.3
COc1cc(C2=NOC(C(=O)N3CCCCCC3)C2)cc(OC)c1OC (stereo not drawn) | -4 | -1 | -7 | -4 | 7 | -2 | 4 | -0.5 | -10 | 1.0
COc1ccc(NC(=O)CN2C(=O)COc3ccc(S(=O)(=O)N4CCCCCC4)cc32)cc1 | 2 | -2 | -4 | -4 | 4 | -1 | -10 | -1.8 | 6 | -2.4
COC(=O)NCC(c1ccc2c(c1)OCO2)N1CCN(c2ccccc2)CC1 (stereo not drawn) | -3 | 5 | -1 | 3 | -3 | 0 | -12 | 0.1 | 2 | -2.7
CCOc1ccc(NC(=O)C2CCCN2C(=O)Oc2ccccc2)cc1 (stereo not drawn) | -6 | 5 | -8 | 1 | -1 | 0 | -5 | 1.2 | 7 | 0.0
O=C(Nc1ccn(-c2ccccc2)n1)c1ccc(S(=O)(=O)N2CCCCCC2)cc1 | -4 | -4 | -3 | 1 | -19 | -3 | -2 | -2.0 | -45 | -3.5
COCCNC(=O)c1ccccc1NC(=O)CCSc1ccccc1 | -2 | 2 | 7 | -2 | 4 | 1 | -5 | -1.6 | 3 | -3.1
CCCCn1c(N)c(N(CCOC)C(=O)C2CC(=O)N(c3ccc(CC)cc3)C2)c(=O)[nH]c1=O (stereo not drawn) | -5 | -2 | -3 | -5 | -5 | -1 | -8 | -1.7 | 10 | 0.4
Cc1nc(-c2cccc(C(F)(F)F)c2)sc1C(=O)O | -1 | -11 | -1 | 1 | 3 | -1 | 2 | 1.5 | -6 | -2.4
CCCCCC(=O)N/N=C/c1ccco1 | -3 | -31 | -5 | 1 | -2 | 0 | 3 | 2.4 | 16 | -2.8
CCOC(=O)N1CCN(C(=O)c2ccc3oc(CCCc4ccccc4)nc3c2)CC1 | -1 | 0 | 1 | -3 | -4 | -1 | -2 | -2.2 | -29 | -1.5
CCOc1ccc(Oc2ccccc2NS(=O)(=O)c2ccc(CCC(=O)O)cc2)cc1 | 1 | 1 | -1 | -4 | -6 | 3 | 6 | -0.1 | -3 | -0.8
O=C(NC(Nc1nc2ccc([N+](=O)[O-])cc2s1)(C(F)(F)F)C(F)(F)F)c1ccccc1Cl | -2 | -10 | -7 | -9 | -4 | 2 | -3 | 0.5 | -20 | -2.4
CCc1nnc(NS(=O)(=O)c2ccc(NC(=O)c3cccc(OC)c3)cc2)s1 | -6 | 0 | -2 | 2 | -1 | -1 | 12 | 0.4 | 16 | -1.8
COc1ccccc1-c1nc2n(n1)C(c1ccccc1Cl)C(C(N)=O)=C(C)N2 (stereo not drawn) | -5 | 2 | 3 | -3 | 2 | -1 | -10 | -2.3 | 25 | 0.1
CCCNC(=S)N1CCN(c2nc(-c3cccc(OC)c3)cs2)CC1 | -10 | -11 | 1 | 1 | -2 | -3 | -5 | -0.5 | -15 | -0.8
Cn1c2ccc(F)cc2c2ncn(CC3CCCO3)c(=O)c21 (stereo not drawn) | -3 | 6 | -2 | -3 | 0 | -3 | -21 | 0.1 | 5 | 0.1
CCCc1c2ccccc2nc2ccccc12 | -10 | -8 | -2 | 5 | 0 | -2 | -10 | -0.7 | -5 | 0.3

High-throughput results (PubChem BioAssay)
